Assay outcomes as filed in PubChem.
B2AR arrestin = qHTS assay of beta-arrestin-biased ligands of beta2-adrenergic receptor; Beta-2 adrenergic receptor (Homo sapiens), P07550; beta-arrestin recruitment to beta2AR, cell-based reporter; Potency, µM (titrated, usually from 46.1 µM), for inactives: at the highest dose activation, actives largely listed as activators; hit rate 0.02% among 330,000;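 further: potency means the concentration at half of the fitted maximal effect; 0% = DMSO controls and full agonism = EC100 isoproterenol or metaproterenol; nearly all actives have a fitted effect of over 65% in size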
Target sequence (P07550 whole entry, looked up): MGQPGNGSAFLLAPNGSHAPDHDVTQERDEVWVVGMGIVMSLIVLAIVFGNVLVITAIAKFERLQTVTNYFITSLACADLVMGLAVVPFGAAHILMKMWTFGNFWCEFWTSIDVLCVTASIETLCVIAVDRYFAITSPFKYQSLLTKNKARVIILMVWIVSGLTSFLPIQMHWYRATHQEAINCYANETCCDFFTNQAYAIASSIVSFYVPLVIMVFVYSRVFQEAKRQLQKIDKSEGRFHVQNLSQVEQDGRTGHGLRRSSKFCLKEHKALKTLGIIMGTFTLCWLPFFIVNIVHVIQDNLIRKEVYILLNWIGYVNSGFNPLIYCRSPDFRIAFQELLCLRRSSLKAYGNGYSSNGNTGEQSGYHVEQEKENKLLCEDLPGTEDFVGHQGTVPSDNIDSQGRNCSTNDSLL
ELG1 DNA repair = qHTS screen for small molecules that inhibit ELG1-dependent DNA repair in human embryonic kidney (HEK293T) cells expressing luciferase-tagged ELG1; HEK293T ELG1-luciferase reporter, luminescence, 16 h; DNA damage induced by 5-fluorouridine; Potency, µM (titrated, usually from 46.1 µM), without a hit: at the top dose activity change, negative = inhibition, hits mostly inhibitors; hit rate 2.3% among 330,000; further: potency means the concentration at half of the fitted maximal effect; on the % scale 0 is the no-effect control and ±100 the full control effect; nearly all actives have a fitted effect of over 55% in size
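Quantitative HTS, concentration-response format. 2,000 cells/well co-treated with 5-fluorouridine and compound, 16 hr in 5% CO2 at 37 °C; ONE-Glo luminescence read after 30 min.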
Mito fusion act = qHTS Assay for Small Molecule Inhibitors of Mitochondrial Division or Activators of Mitochondrial Fusion; S. cerevisiae fusion-defective mutant growth rescue, CellTiterGlo 48 h; Potency, µM (highest dose often 46.1 µM), for the others: top-dose growth rescue (activation), hits mostly activators; hit rate 0.23% among 320,000; AID 485298, 2010;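 further: potency means the concentration at half of the fitted maximal effect; % of control where 0% means no effect; nearly all actives have a fitted effect of over 45% in size; temperature-sensitive fusion mutants such as fzo1-1 at 37 °C on non-fermentable ethanol glycerol medium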
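Temperature-sensitive fusion-defective S. cerevisiae (e.g. fzo1-1, mgm1-5) were grown with compound in YPEG medium (3% ethanol, 3% glycerol) for 48 hours at 37C. Growth rescue was measured as viability by CellTiterGlo luminescence after 10 minutes at ambient.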
USP2a block = qHTS Assay for Inhibitors of Ubiquitin-specific Protease USP2a Using CHOP2 as the Reporter. USP2 core, Ub-CHOP2 coupled fluorogenic reporter, 485/531. hit rate 0.01% among 330,000. Potency, µM (series often up to 38.3 µM), inactives show at the highest dose activity change, negative = inhibition, actives largely listed as inhibitors;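 further: potency means the concentration at half of the fitted maximal effect; plate controls were DMSO wells for no effect and full inhibition by NEM control for full effect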
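Cell-free coupled assay: 10nM USP2 core preincubated 30min RT with compound in Tris-HCl pH 8.0/CaCl2/CHAPS buffer, then 25nM Ub-CHOP2 and 25nM reporter substrate; fluorescence (Ex 485/Em 531) read after 60min RT, normalized to NEM inhibition, concentration-response curves fitted.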
TCR activator = Activators of T cell receptors: qHTS campaign | primary human leukocytes, anti-CD3, IL-2 HTRF, 48 h | Potency, µM (highest dose often 9.22 µM), for inactives: at the top dose activation of IL-2 secretion, actives largely listed as activators | 330,000 tested, under 10 active | AID 504894, 2011; further: % of control where 0% means no effect
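HTRF read-out of IL-2 secretion: europium cryptate donor excited at 320nm, d2 acceptor emission at 665nm. Cells were primary human leukocytes incubated 48 hr with compounds and a-CD3 beads, supplying TCR signal only.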
PTAP TSG101 blk = qHTS Assay for Iinhibitors of HIV-1 Budding by Blocking the Interaction of PTAP/TSG101. 340,000 tested, under 10 active. AID 493005, 2010. Potency, µM (top dose mostly 115 µM), for the others: at the top dose activity change, negative = inhibition, most hits filed as inhibitors. Fluorescence polarization, FITC-PTAP peptide / Tsg101 binding; active means well fitted inhibition curve with a large enough effect in the main read-out, with a control signal flat, not every such curve was filed as active; inconclusive means small, poorly fitted or top-dose-only effect, or effect the other way, or a change in a side signal; inactive means no such curve, though single readings can be large or run the other way; further: potency means the concentration at half of the fitted maximal effect; % of control where 0% means no effect
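Fluorescence anisotropy tracks displacement of a FITC-tagged PTAP peptide (50 nM) from the Tsg101 binding domain (10 uM), following a 20 min room-temperature incubation at pH 7.5.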
BCR signal inh = qHTS Assay to Find Inhibitors of Chronic Active B-Cell Receptor Signaling. Potency, µM (top dose mostly 46.1 µM), for inactives: at the highest dose ratio change, negative = lower green/red ratio, usual class: inhibitors. ABC-DLBCL IkBa-CBG/CBR reporter, luminescence ratio, 4 h. hit rate 0.05% among 340,000. AID 493014, 2011; active means well fitted inhibition curve with a large enough effect in the signal ratio, with a control signal flat, not every such curve was filed as active; inconclusive means small, poorly fitted or top-dose-only effect, or effect the other way, or a change in a side signal; the % refers to the signal ratio;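 further: potency means the concentration at half of the fitted maximal effect; plate controls were basal doxycycline-induced cells for no effect and cells given 10 µM MG132 for full effect; MG132 reads +100%, hits lower the ratio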
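TMD8 ABC-DLBCL cells carrying doxycycline-inducible green luciferase fused to IkappaBalpha plus unfused red luciferase were exposed to compounds (up to 46 uM) for 4 hrs at 37C. Activity came from the overlap-corrected green/red luminescence ratio.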
Tb PFK block = qHTS Assay to Find Inhibitors of T. brucei phosphofructokinase | AID 485367, 2010 | T. brucei PFK, ADP-Glo luminescence | ATP-dependent 6-phosphofructokinase (Trypanosoma brucei brucei), O15648 | hit rate 0.17% among 330,000 | Potency, µM (doses to about 57.5 µM), without a hit: at the highest dose activity, negative = inhibition, actives largely listed as inhibitors;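 further: potency means the concentration at half of the fitted maximal effect; 0% = uninhibited 1x PFK enzyme wells and -100% = no-enzyme wells; nearly all actives have a fitted effect of over 60% in size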
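ADP-Glo luminescence quantified ADP after 45 min at room temperature, with 1.25 nM T. brucei PFK, 0.1 mM ATP and 0.5 mM fructose-6-phosphate in pH 8.0 TEA buffer. qHTS titrations up to 57 µM; curves classified by quality.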
TSHR antagonist = Antagonists of the Thyroid Stimulating Hormone Receptor: HTS campaign. hit rate 0.2% among 330,000. AID 504810, 2011. activity change, negative = inhibition, % at 11.5 µM. TSHR-expressing cells, TSH-stimulated cAMP HTRF, 2 h; active compounds read low. Thyrotropin receptor (Homo sapiens), P16473;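 active means activity change below a set negative limit, meaning inhibition stronger than a set level, cut at about -70% in these data; inconclusive means activity change between two set negative limits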; further: on the % scale 0 is the no-effect control and ±100 the full control effect
Target sequence (P16473 whole entry, looked up): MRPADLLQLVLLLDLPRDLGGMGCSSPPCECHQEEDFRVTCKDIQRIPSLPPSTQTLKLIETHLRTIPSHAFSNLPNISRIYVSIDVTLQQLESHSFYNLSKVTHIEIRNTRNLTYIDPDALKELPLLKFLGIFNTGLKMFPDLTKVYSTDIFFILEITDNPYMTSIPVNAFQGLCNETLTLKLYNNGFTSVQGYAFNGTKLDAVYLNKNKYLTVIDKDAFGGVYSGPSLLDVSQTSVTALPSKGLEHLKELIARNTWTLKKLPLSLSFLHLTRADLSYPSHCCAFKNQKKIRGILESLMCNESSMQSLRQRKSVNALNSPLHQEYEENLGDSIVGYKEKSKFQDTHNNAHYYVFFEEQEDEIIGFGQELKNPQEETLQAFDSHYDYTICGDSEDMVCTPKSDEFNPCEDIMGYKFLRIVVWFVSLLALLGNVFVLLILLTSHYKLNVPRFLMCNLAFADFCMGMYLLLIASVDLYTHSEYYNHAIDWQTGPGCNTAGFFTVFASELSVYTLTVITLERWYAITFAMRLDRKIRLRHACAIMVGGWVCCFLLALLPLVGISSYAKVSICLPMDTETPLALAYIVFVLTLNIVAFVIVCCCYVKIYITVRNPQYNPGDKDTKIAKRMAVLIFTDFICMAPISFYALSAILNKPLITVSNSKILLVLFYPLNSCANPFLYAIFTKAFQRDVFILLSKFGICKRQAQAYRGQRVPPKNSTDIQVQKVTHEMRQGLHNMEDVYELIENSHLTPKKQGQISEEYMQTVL
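Inhibition of cAMP made by TSHR-expressing cells under TSH stimulation (4nM final, EC80; 2 h, 37 deg C) is quantified with a one-step lysis HTRF kit, anti-cAMP cryptate versus cAMP-d2.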
uPA surface inh = qHTS for Inhibitors of Cell Surface uPA Generation; hit rate 0.31% among 330,000; AID 540303, 2011; cell surface uPA generation assay, qHTS; Potency, µM (series often up to 38.3 µM), without a hit: at the top dose activity change, negative = inhibition, actives largely listed as inhibitors; active means well fitted inhibition curve with a large enough effect; inconclusive means small, poorly fitted or top-dose-only effect; inactive means no such curve, though single readings can be large or run the other way; tested in mouse RAW 264.7 cells; further: potency means the concentration at half of the fitted maximal effect; on the % scale 0 is the no-effect control and ±100 the full control effect; nearly all actives have a fitted effect of over 55% in size
Eya2 inh = qHTS Assay for Inhibitors of the Phosphatase Activity of Eya2. hit rate 0.006% among 330,000. recombinant Eya2, OMFP fluorescence dephosphorylation (OMFP is methylfluorescein phosphate). Protein phosphatase EYA2 (Homo sapiens), O00167. AID 488837, 2010. Potency, µM (doses to about 76.9 µM), without a hit: at the top dose activity, negative = inhibition, usual class: inhibitors; further: potency means the concentration at half of the fitted maximal effect; on the % scale 0 is the no-effect control and ±100 the full control effect
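Eya2 (0.2 uM) preincubated 10 min at ambient with compound, then OMFP substrate added at 50 uM; 10 min reaction in 50 mM HEPES pH 7.5, 50 mM NaCl, 5 uM MgCl2, 0.05% BSA, 1 mM DTT. Fluorescence read at Ex 485/Em 525 nm.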
* hit, by the source's call; u = inconclusive; x = no result given; [ ] = dose if it differs, or a comment. Unless noted, the call rests on the fitted dose curve; in most records, active means well fitted curve in the direction sought with a large enough effect; inconclusive means small, poorly fitted or top-dose-only effect, or another doubt; inactive means no such curve, though single readings can be large; an effect the other way counts as inactive or inconclusive. An unsorted share of the library, and some 3% of all compounds hit somewhere here.

SMILES	B2AR arrestin	ELG1 DNA repair	Mito fusion act	USP2a block	TCR activator	PTAP TSG101 blk	BCR signal inh	Tb PFK block	TSHR antagonist	uPA surface inh	Eya2 inh
C=CCn1c(SC(CCO)C(=O)NCc2ccco2)nc2sc3c(c2c1=O)CCC3 (configuration not stated)	0.3%	u	2.9%	4.7%	-4.0%	-4.6%	14.8%	4.6%	-7.5	8.8%	-7.1%
CCOc1cccc(-c2c(C(=O)N/N=C/c3c(F)cccc3Cl)nnn2-c2nonc2N)c1	0.2%	u	1.7%	0.4%	-4.8%	-7.7%	u	-15.1%	10.5	6.5%	1.1%
O=C(CCC1CCCN(C(=O)c2ccccc2Cl)C1)N1CCN(c2ccccn2)CC1 (configuration not stated)	-0.6%	u	-1.0%	2.6%	3.7%	-0.7%	5.5%	0.6%	-11.4	4.1%	-1.2%
COc1ccccc1OCCCCNCCO	0.0%	9.6%	-1.9%	1.2%	7.1%	-6.1%	-13.4%	8.4%	4.9	-2.2%	-11.4%
CN(C)c1ccc(/C=N/NC(=O)c2ccc3c(c2)OCCO3)cc1	-0.1%	u	-0.4%	-0.3%	2.6%	1.0%	u	0.2%	3.8	u	7.9%
C=CCNS(=O)(=O)c1ccc(N2C(=O)c3ccccc3C2=O)cc1	-0.6%	-4.2%	-2.0%	1.2%	-2.0%	-1.7%	-4.6%	-1.3%	-16.6	-3.2%	-1.0%
O=C(CCCOC(=O)c1ccc(O)cc1O)c1ccc(F)cc1	-0.2%	-2.7%	21.3%	-1.2%	10.2%	-1.4%	-3.1%	-17.2%	-19.6	-1.8%	-5.7%
COCCCNC(=S)NNC(=S)Nc1cccc(Cl)c1	1.1%	-29.0%	3.7%	-1.3%	2.3%	1.5%	9.8%	-0.1%	30.7	2.4%	-16.3%
O=C(Nn1cnnc1)c1cc(Br)ccc1Cl	-0.1%	u	-0.8%	0.7%	x	1.0%	0.8%	-0.9%	0.3	9.5%	8.3%
CC1CCc2nc(NC(=O)CN3CCOCC3)sc2C1 (configuration not stated)	-0.3%	u	0.6%	3.4%	1.2%	-0.3%	8.7%	-0.7%	2.8	9.2%	-1.7%
CC(=O)n1cc(-c2ccncc2)c2ccccc21	-0.2%	13.4%	-2.7%	0.8%	1.7%	-0.1%	u	-2.5%	1.1	-20.5%	0.8%
CNc1cc(CSC)nc(SCc2ccc(Cl)c(Cl)c2)n1	-0.6%	-1.3%	1.0%	1.8%	0.5%	-4.8%	15.2%	21.3µM*	-21.6	-8.7%	1.2%
COc1cc(C2Nc3ccccc3C(=O)N2c2ccc(Cl)cc2)c(Cl)cc1OCC(=O)O (configuration not stated)	4.1%	u	-30.6%[inhibitor]	1.2%	-1.5%[46.1 µM]	-1.9%	u	-4.2%	-3.5	-0.5%	3.5%
Cc1onc(-c2ccccc2)c1C(=O)O/N=C(\N)c1ccc([N+](=O)[O-])o1	-0.9%	0.0%	-3.3%	2.9%	7.2%	1.9%	7.8%	-1.0%	-11.6	4.47µM*	3.9%
CC(=O)C1=C(S(=O)(=O)c2ccc(C)cc2)CS(=O)(=O)C1	3.9%	-17.4%	1.3%	0.6%	2.7%	-3.2%	u	0.3%	-2.6	-9.1%	-12.0%
CN(C)c1ccccc1C(=O)N1CCC(n2nccc2NC(=O)C2CC2)CC1	0.7%	2.2%	-0.4%	0.8%	2.7%	-5.4%	9.9%	-1.9%	-1.3	2.4%	-9.1%
CN1C(=O)N(CN2CCCCC2)C2C1N(C)C(=O)N2CN1CCCCC1 (configuration not stated)	-0.2%	0.8%	-3.0%	4.4%	-10.7%	-2.4%	u	-5.6%	4.9	4.5%	-0.6%
Cc1c(-c2ccccc2)c(=O)oc2ccc(O)cc12	4.9%	0.0%	-1.0%	1.4%	-3.1%	-5.2%	-21.9%	2.8%	-6.7	-21.7%	-4.1%
O=C(/C=C/c1ccccc1[N+](=O)[O-])NCCc1ccc(F)cc1	-1.1%	7.4%	-4.5%	1.5%	-1.4%	-6.9%	u	0.9%	9.1	15.9%	-4.9%
CC(C)N1C(=O)N(c2ccc(Cl)cc2)C(C)(O)CC1(C)C (configuration not stated)	2.4%	-1.1%	5.9%	0.1%	-0.8%	0.2%	3.8%	8.9%	1.7	12.6%	3.9%
O=C1OC(Cc2ccccn2)C(O)=C1C1=NCCCCN1 (configuration not stated)	-0.1%	u	1.3%	2.2%	-2.8%[46.1 µM]	-7.0%	-7.1%	6.7%	1.7	4.3%	0.9%
COCCNC(=O)C(NC(=O)C1CCCCC1)C12CC3CC(CC(C3)C1)C2 (configuration not stated)	-0.3%	5.8%	-10.6%	4.3%	10.7%	-0.6%	1.0%	-1.8%	6.0	10.1%	1.4%
CC(C)N(Cc1nccn1C)C(=O)CC1C(=O)NCCN1Cc1ccc(F)cc1 (configuration not stated)	-1.0%	u	-1.0%	1.7%	0.2%	-2.1%	4.2%	-7.2%	-3.0	-5.2%	-1.0%
CC(C)NCC(O)COc1c(F)cc(Br)cc1F (configuration not stated)	0.1%	-0.2%	-0.2%	1.4%	-0.1%	-5.7%	-2.8%	-1.6%	1.0	1.3%	-7.4%
Cc1cccc(N2CCN(C(=O)C3CCCCC3)CC2)c1C	-0.6%	u	6.6%	-0.3%	-17.8%	-7.3%	6.5%	-5.0%	-24.7	0.2%	11.4%[15.4 µM]
SMILES	B2AR arrestin	ELG1 DNA repair	Mito fusion act	USP2a block	TCR activator	PTAP TSG101 blk	BCR signal inh	Tb PFK block	TSHR antagonist	uPA surface inh	Eya2 inh
COc1ccc(CCNC(=O)c2nonc2N)cc1	-0.3%	u	-0.1%	3.8%	5.6%[46.1 µM]	-1.2%	5.1%	-2.6%	9.4	-3.3%	-6.1%
CCCCC(=O)N(c1ccc(OC)cc1)C1C=CS(=O)(=O)C1 (configuration not stated)	-0.4%	4.0%	-1.6%	0.5%	-1.5%	-12.4%	u	-3.7%	6.1	-3.8%	0.5%
Cn1cc(C(=O)N/N=C/C=C/c2ccccc2)ccc1=O	-0.5%	u	-3.1%	2.8%	0.1%[46.1 µM]	-0.2%	u	4.0%	-9.8	-4.5%	-0.6%
Cc1ccc(S(=O)(=O)Nc2ccc3c(c2)n(C)c(=O)n3C)c(C)c1	-1.1%	u	7.3%	-0.3%	-5.4%	4.0%	u	-1.6%	-10.2	-0.1%	4.1%
O=C(Nn1cnnc1)c1ccncc1	0.2%	18.5%	0.4%	2.7%	7.7%	-4.2%	-0.2%	5.7%	7.6	4.8%	-5.8%
CN(CC(=O)Nc1ccc(Cl)cc1)C(=O)c1cccc(S(=O)(=O)NCc2ccccc2)c1	-0.2%	-20.6%	-2.9%	-0.1%	-27.3%	-5.0%	-3.5%	-14.6%	-6.7	-7.2%	-3.4%
Cc1ccc(OCC(=O)Nc2ccc(NC(=O)c3ccccc3)c(C)c2)cc1	0.0%	u	-4.4%	3.3%	-0.7%	-1.2%	7.1%	-2.8%	2.1	-3.9%	-12.7%
CCN1CCN(Cc2cccc(Oc3ccccc3)c2)CC1	0.1%	-2.8%	-8.9%	3.4%	-9.4%	-4.9%	-2.7%	1.3%	7.2	-3.9%	20.2%
Cc1ccc(C2=NC3(CCCCC3)NC2=S)cc1	-0.9%	u	-6.3%	4.7%	-3.3%[46.1 µM]	-7.8%	-7.1%	2.8%	-2.8	1.1%	1.3%
Cc1ccc(/C=C2/C(=N)N3N=C(CC(=O)N4CCCC4)SC3=NC2=O)cc1	-1.1%	16.7%	-4.5%	2.8%	-1.4%	-0.3%	-9.8%	0.3%	6.5	10.3%	-3.5%
O=C(CNC(=O)c1ccccc1F)c1ccc(Br)cc1	-0.3%	u	11.1%	-1.1%	-0.6%	-2.2%	u	1.4%	-2.2	2.0%	-9.2%
CCCC(=O)N(c1ccc2oc(=O)sc2c1)S(=O)(=O)c1cccs1	0.0%	u	-10.3%	1.6%	-0.7%	-4.1%	u	-0.7%	-15.9	-6.1%	9.2%
